Screening results: PubChem, The Scripps Research Institute Molecular Screening Center
FBW7 activator: human FBW7 E3 ligase activation, primary screen; Q969H0; AlphaScreen FBW7–phospho-cyclin E peptide binding, activator screen; normalized activity (activation), % at 26.1 µM; hit rate 0.13% among 650,000; in the data active = normalized activity above about 1.9%;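 note: purified mutant Fbw7 with reduced substrate affinity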
GPR151 ag: human GPR151 activation. activation, % at 11.2 µM. hit rate 1% among 650,000. PathHunter beta-arrestin GPR151 cells, luminescence. Q8TDV0. AID 1508602; in the data active = activation above about 4.9%;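 note: 0% = median of compound wells and 100% = cells with positive control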
Target sequence (Q8TDV0 whole entry, looked up): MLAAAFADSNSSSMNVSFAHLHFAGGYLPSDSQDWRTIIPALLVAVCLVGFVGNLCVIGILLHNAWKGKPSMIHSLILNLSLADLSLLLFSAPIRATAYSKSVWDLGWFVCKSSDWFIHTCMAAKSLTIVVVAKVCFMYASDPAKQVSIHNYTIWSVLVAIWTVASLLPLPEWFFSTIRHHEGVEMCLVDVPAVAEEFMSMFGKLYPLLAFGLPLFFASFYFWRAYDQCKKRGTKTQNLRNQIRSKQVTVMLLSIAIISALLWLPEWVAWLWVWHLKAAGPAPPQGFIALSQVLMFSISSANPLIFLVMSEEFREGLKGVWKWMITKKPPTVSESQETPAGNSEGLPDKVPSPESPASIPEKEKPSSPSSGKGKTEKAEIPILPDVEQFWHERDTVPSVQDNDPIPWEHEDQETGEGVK
TEAD-YAP block: TEAD-YAP interaction inhibition | HEK-TIYL cells, TEAD-Gal4/YAP UAS-luciferase luminescence | inhibition, % at 9.12 µM | hit rate 1.4% among 640,000 | AID 1259422; in the data active = inhibition above about 32%;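 note: 0% = median of test compound wells and 100% = reference inhibitor wells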
MITF inh: human MITF inhibition, primary screen | AlphaScreen MITF homodimerization, bead proximity signal | inhibition, % at 2.6 µM | hit rate 0.91% among 650,000 | AID 1259374; in the data active = inhibition above about 50%;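 note: 0% = vehicle wells with protein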
Target sequence (O75030 whole entry, looked up): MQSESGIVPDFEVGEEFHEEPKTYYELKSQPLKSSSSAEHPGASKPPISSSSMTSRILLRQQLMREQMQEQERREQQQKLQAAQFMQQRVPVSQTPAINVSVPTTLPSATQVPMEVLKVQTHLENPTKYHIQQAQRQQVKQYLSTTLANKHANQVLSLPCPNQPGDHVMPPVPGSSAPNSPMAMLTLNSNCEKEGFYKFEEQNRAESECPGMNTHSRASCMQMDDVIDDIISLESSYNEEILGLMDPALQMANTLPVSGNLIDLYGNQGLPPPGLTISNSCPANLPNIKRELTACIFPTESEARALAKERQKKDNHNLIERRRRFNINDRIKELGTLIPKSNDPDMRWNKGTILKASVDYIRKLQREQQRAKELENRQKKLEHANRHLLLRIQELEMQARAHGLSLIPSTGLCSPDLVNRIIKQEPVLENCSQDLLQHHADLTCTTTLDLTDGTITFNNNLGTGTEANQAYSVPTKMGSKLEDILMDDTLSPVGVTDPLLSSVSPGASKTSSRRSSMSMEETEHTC
Starred values were filed as active, the others as inactive; nt = no result given; & = joins results of further samples.

compound	GPR151 ag	TEAD-YAP block	FBW7 activator	MITF inh
Nc1c(C=C2C=CC(=O)C=C2)c(=O)nc2sc(N3CCCC3)nn12	-0.2	8	0.3	18
COc1cc2nc(CN(C)Cc3nccs3)nc(N)c2cc1OC	0.8	5	-0.3	73*
COc1ccc(C2=N/C(=C/c3ccc(N(C)C)cc3)C(=O)O2)cc1	0.4&-0.8	9&-2	0.0&0.0	-8&-3
O=C1Nc2ccccc2OC1(O)C(F)(F)F (stereo not given)	0.8	10	0.0	-4
Cc1cnnn1-c1ccc(Nc2nccc(-c3ccc(NS(C)(=O)=O)cc3)n2)cc1	2.0	13	0.0	3
Cc1ccc(S(=O)Cc2ccc(C(=O)NCc3ccco3)o2)cc1 (stereo not given)	-1.1	-1	-0.1	4
Cc1ccc(-n2c(SCC(N)=O)nnc2-c2ccccc2)c(C)c1	-0.7	-3	-0.3	-4
COc1cc2nc(Nc3ccncc3)nc(Nc3cc(OC)c(OC)c(OC)c3)c2cc1OC	-1.7	-14	-0.2	-5
CS(=O)(=O)Nc1cccc(-c2cnc3c(Nc4ccc(Cl)cc4)nccn23)c1	-1.4	1	0.3	19
COc1ccc(-c2nc(Nc3ccc(C)cc3Br)c3ccccc3n2)cc1OC	-0.7	-13	0.0	-8
O=C(NCCc1ccccc1)C1CCCN1C(=O)Nc1ccc(Cl)cc1 (stereo not given)	1.0	2	0.0	24
COc1ccc(OC)c(S(=O)(=O)Nc2cc(Cl)c3oc(=O)sc3c2)c1	0.3	7	-0.1	3
CCC(C(=O)Nc1ncn[nH]1)c1ccccc1 (stereo not given)	-0.9	-4	-0.1	12
O=C(NCc1cccs1)c1n[nH]c(=O)c2ccccc12	-0.9	8	0.0	-2
CC(C)n1cnc2c(NCc3ccccc3)nc(Nc3ccccc3)nc21	-0.3	6	0.2	10

Overlap with the part before: 4 entries, then new ones.
compound	GPR151 ag	TEAD-YAP block	FBW7 activator	MITF inh
COc1ccc(OC)c(S(=O)(=O)Nc2cc(Cl)c3oc(=O)sc3c2)c1	0.3	7	-0.1	3
CCC(C(=O)Nc1ncn[nH]1)c1ccccc1 (stereo not given)	-0.9	-4	-0.1	12
O=C(NCc1cccs1)c1n[nH]c(=O)c2ccccc12	-0.9	8	0.0	-2
CC(C)n1cnc2c(NCc3ccccc3)nc(Nc3ccccc3)nc21	-0.3	6	0.2	10
CCN(CC)C(=O)CSc1nnc(C)n1-c1ccc(C)c(C)c1	1.9	9	0.0	-3
CCCCCCCC(=O)OC(CN1CCCCCC1)CN1CCCC1=O (stereo not given)	-0.6	-24	0.3	16
CCOC(=O)C1CCCN(C(=S)Nc2ccc(S(=O)(=O)N3CCOCC3)cc2)C1 (stereo not given)	-1.5	9	0.8	-12
CC(=O)Oc1ccc(C(=O)Nc2ccc(S(=O)(=O)NCC3CCCO3)cc2)cc1 (stereo not given)	0.1	-2	-0.1	4
O=C(NCCN1CCOCC1)c1cc2c(Cl)nc3ccccc3c2s1	-0.7	7	0.0	2
CCN(CC)C(=O)CN1CCN(c2cccc(Cl)c2)CC1	0.3	-25	0.0	4
CCN1CCN(C(c2cccc(C#N)c2)c2nnnn2Cc2ccccc2)CC1 (stereo not given)	-0.6	-3	0.1	3
O=C(NCc1n[nH]c(=S)n1-c1cccc(Cl)c1)c1ccccc1F	0.4	4	-0.2	-4
CCOc1cc(C2C(C#N)=C(N)OC3=C2C(=O)CCC3)ccc1O (stereo not given)	1.2	4	-0.1	8
Nn1c(SCC(=O)N2CCCCC2)nnc1-c1ccncc1	3.1	3	0.0	2
COc1ccc(-n2ncc(C(=O)Nc3ccc4nccnc4c3)c2C)cc1	-1.3	-33	0.2	11
CCOC(=O)c1[nH]c(C)c(C(=O)N2CCN(c3ccccn3)CC2)c1C	-0.1	12	0.2	15
OCCNc1c(F)c(F)nc(F)c1F	2.0	6	0.6	-21
CNC(=O)CN(c1cccc(Cl)c1Cl)S(C)(=O)=O	-0.5	-1	0.4	19
O=C(O)COc1c(-c2ccccc2)oc2ccccc2c1=O	0.5	-1	0.1	3
COc1cccc([C@@H]2Oc3ccc(OC)cc3C(=O)[C@H]2O)c1	1.5&-0.5	nt	0.0&0.1	-7&15
COc1ccc(-c2cnc(S(=O)CC(=O)NCc3ccccc3)n2C)cc1 (stereo not given)	-0.5	7	-0.1	-2
Cc1ccc(-c2ccc(SCC(=O)N3CCCCC3)nn2)c(C)c1	1.0	-1	0.1	6
c1ccc(-n2ncc3c(NC4CCCCCCCCCCC4)ncnc32)cc1	0.7	-5	0.0	31
COc1cc(OC)cc(C(=O)N(Cc2nc3ccccc3c(=O)[nH]2)C2CCCC2)c1	-1.7	-6	-0.2	-7
CCOC(=O)/C(=C/c1ccc(O)cc1)C(C)=O	-0.1	3	-0.1	-1
Cc1ccc(NC(=O)Cn2cnc3sc(C(=O)N4CCC5(CC4)OCCO5)c(C)c3c2=O)cc1Cl	-1.5	-2	0.2	3
CC(=O)Nc1ccc2nc(SCC(=O)c3ccc(Br)cc3)sc2c1	2.0	-8	-0.2	-1
CC(=O)c1cccc(NC(=O)CSc2ccc3ccccc3n2)c1	0.1	-7	0.1	-5
CC(C)(C)NCCCOc1ccccc1F	0.0	4	0.0	4
O=C(NCC1CCCO1)c1cccc(Br)c1 (stereo not given)	1.1	-13	0.2	8
CCc1cc2ccc(OC)cc2nc1SCC(=O)N(CC)CC	-1.5	11	0.3	15
Cc1c(CN2CCN(C)CC2)c(O)n(CCO)c(=O)c1C#N	0.1	5	0.1	8
CCCCOc1ccc(C(=O)N2N=C(C)CC2(O)C(F)(F)F)cc1 (stereo not given)	0.0	6	0.1	5
O=C(NCc1ccncc1)C(=O)Nc1ccc(F)cc1	-0.8	-17	-0.1	2
Cc1ccc([C@@H]2[C@@H](C(=O)c3ccccc3)N3c4ccccc4C=C[C@@H]3C2(C#N)C#N)cc1	0.7	13	0.3	13
O=C(Cc1ccccc1)NCC1CCCO1 (stereo not given)	0.0	-7	0.1	-34
Cc1cc(C)nc(SCc2c(C(=O)NCc3ccccc3Cl)nnn2-c2ccccc2)n1	-0.3	7	0.0	1
O=C(Oc1ccc(F)cc1)c1cccc([N+](=O)[O-])c1	0.0	-43	0.0	8
O=C(CNC(=S)N(CCCN1CCOCC1)Cc1cccs1)NC1CC1	-0.9	-3	0.1	0
CCN(CC)c1ccc2cc(-c3nc(C)cs3)c(=O)oc2c1	-3.7	94*	3.4*	-23
COC(=O)C1(C(O)c2ccc(Cl)cc2)CCCCC1 (stereo not given)	-0.8	11	0.1	6
Cc1ccc2c(c1)N(C(=O)CCC(=O)N1CCC(C(N)=O)CC1)CC(C)O2 (stereo not given)	-0.4	7	-0.1	9
Cc1cc2nnc(SCC(=O)N3CCCCC3)n2c(N)n1	1.0	4	0.2	3
N=C1S/C(=C\c2ccc(-c3ccc([N+](=O)[O-])cc3)o2)C(=O)N1c1ccc2c(c1)OCO2	0.4	1	0.1	16
Cc1ccc(C(=O)Nc2cccc(F)c2)cc1S(=O)(=O)N1CCCCC1	-1.8	-8	0.0	13
COC(=O)Cn1cnc2sc(C(=O)Nc3ccccc3OC)c(C)c2c1=O	2.5	-4	0.2	-10
COc1ccc2c(c1)C1=NN(C(C)=O)C(c3ccc(F)cc3)C1CC2 (stereo not given)	1.4	-4	-0.1	-2
Cc1ccc(-n2[nH]c(C)c(/C=N/NC(=O)c3ccc([N+](=O)[O-])cc3)c2=O)c(C)c1	0.5	-3	-0.2	8
COc1cc([N+](=O)[O-])ccc1S(=O)(=O)NCc1ccc2c(c1)OCO2	-0.6	7	0.4	13

Part of the list above, limited to GPR151 ag and FBW7 activator:
molecule	GPR151 ag	FBW7 activator
Cc1cc2nnc(SCC(=O)N3CCCCC3)n2c(N)n1	1.0	0.2
N=C1S/C(=C\c2ccc(-c3ccc([N+](=O)[O-])cc3)o2)C(=O)N1c1ccc2c(c1)OCO2	0.4	0.1
Cc1ccc(C(=O)Nc2cccc(F)c2)cc1S(=O)(=O)N1CCCCC1	-1.8	0.0
COC(=O)Cn1cnc2sc(C(=O)Nc3ccccc3OC)c(C)c2c1=O	2.5	0.2

Carrying on.
compound	GPR151 ag	TEAD-YAP block	FBW7 activator	MITF inh
Cc1ccc(-c2cnc(-c3ccncc3)o2)cc1	0.1	-51	-0.2	-3
O=C(NCCCc1ccccc1)c1cc(COc2cccc3cnccc23)on1	-0.6	13	0.4	9
COc1ccc(CN2CCN(C(=O)c3cccc(F)c3)CC2)cc1OC	0.1	-1	0.0	31
COc1cccc(N2CC(=O)N(/N=C/c3ccc(Cl)cc3)CC2=O)c1	-0.8	-3	0.1	11
Cc1cccc(NC(=O)Cn2c(=O)oc3cc(S(=O)(=O)NC4CCCC4)ccc32)c1	0.1	3	0.2	10
CCCCNC(=O)CCCc1nc(-c2ccc(Cl)cc2)no1	-0.7	26	0.6	-2
COc1ccc(-n2cc(-c3ccccc3)c3c(Nc4ccc(N(C)C)cc4)ncnc32)cc1	0.1	4	0.0	16
CC(NC(=O)c1c(F)cccc1F)C(c1cccs1)N1CCOCC1 (stereo not given)	0.2	-2	-0.1	6
O=c1[nH]c(=O)n(-c2cccc3ccccc23)c(O)c1/C=C1\C=Nc2ccccc21	-0.6	3	0.1	8
O=C(CSC1CN(C(c2ccccc2)c2ccccc2)C1)NNC(=O)Nc1ccccc1	0.5	5	0.1	2
Cc1cc(C)cc(N=C2NC(=O)/C(=C/c3ccc(N(C)C)c(Br)c3)S2)c1	-0.3	-11	-0.3	-3
CCC(C)NC(=O)CN(c1ccc(OC)c(OC)c1)S(=O)(=O)c1ccc(C)cc1 (stereo not given)	-0.6	-1	0.6	11
COc1ccc(-c2cnnc(NC(C)Cn3ccc4ccccc43)n2)cc1 (stereo not given)	1.2	11	0.1	12
O=C1CC(C(=O)NCc2nc(NC3CCCC3)c3cc(Cl)ccc3n2)CN1 (stereo not given)	0.2	2	0.5	13
COc1ccc2cccc(NC(=O)C3CCC3)c2n1	0.4	0	0.2	-15
Cc1cccc(N2C(=O)CSC2c2cccc(C(F)(F)F)c2)c1 (stereo not given)	0.2	-3	0.0	5
CC(=O)NC1C(Oc2ccc3c(C)cc(=O)oc3c2)OC(COC(C)=O)C(OC(C)=O)C1OC(C)=O (stereo not given)	-1.2	-18	0.1	5
COc1ccc(/C=C(/NC(=O)c2ccccc2)C(=O)NC(Cc2c[nH]c3ccccc23)C(=O)O)cc1 (stereo not given)	-0.1	-11	0.1	5
O=C(N/N=C/c1ccc2c(c1)OCCO2)c1ccc(NS(=O)(=O)c2cccs2)cc1	-1.5	-17	-0.1	6
CCCc1nc2ccccc2n1CC(=O)Nc1ccc(F)cc1	0.0	-31	0.0	6
Cc1c(C=O)c2ccccc2n1CC(=O)Nc1ccc(F)cc1	0.4	16	-0.1	6
O=C(C1CCCN1S(=O)(=O)c1cccs1)N(Cc1ccccc1)c1nc2ccccc2s1 (stereo not given)	0.0	-17	-0.1	-1
CCOC(=O)C1CCN(C(=O)COc2ccc3c(C)cc(=O)oc3c2)CC1	-0.8	6	-0.1	1
COc1cc(CNc2ccc3ncc(-c4cccc(N(C)C)c4)n3n2)cc(OC)c1OC	0.2	50*	-0.5	19
CC(Cl)C(=O)Nc1ccnn1C(C)C (stereo not given)	-1.5	0	-0.1	9
CCCCN(C(=O)/C=C/c1ccccc1)C1CC2CCC(C1)N2C (stereo not given)	-0.9	-5	-0.1	0
COc1cccc(N(CC(=O)Nc2cc(C)[nH]n2)C2=NC3CS(=O)(=O)CC3S2)c1 (stereo not given)	0.9	-2	-1.3	6
COc1cccc(C(NC(=O)C2CCC(OC)CC2)c2nccn2C)c1OC (stereo not given)	-0.5	-2	0.0	-8
COc1ccc(C2(CNC(=O)C3(c4ccccc4)CCCC3)CCCC2)cc1OC	0.6	-9	0.0	-7
Cc1nc(N(C)c2ccc(C(C)C)cc2)c2c(C)c(C(=O)N(C)C3CCCCC3)sc2n1	0.4	11	0.3	8
C/C(=N\NC(=O)c1ccccc1O)c1ccc(-n2ccnc2)cc1	-0.7	-32	-0.1	1
COc1ccccc1-c1nnc2sc(-c3ccncc3)nn12	-0.2	2	-0.2	7
CCC(C)NC(=O)CCS(=O)(=O)c1cc2[nH]c(=O)c(=O)[nH]c2cc1C (stereo not given)	-3.1	-1	0.1	1
CCOC(=O)c1c(-c2ccccc2)oc2ccc(OCc3cc(C)ccc3C)cc12	0.1	-1	0.0	6
O=[N+]([O-])c1ccc(-c2nc(C=Nc3cccc([N+](=O)[O-])c3)c(O)o2)cc1	-0.5	-9	-0.1	1
CC(=O)Nc1ccc(N2C(=O)CC(N3CCC(C)CC3)C2=O)cc1 (stereo not given)	-0.9	-8	-0.2	0
COc1ccc(C(=O)COC(=O)CCN2C(=O)C3C4CCC(C4)C3C2=O)cc1 (stereo not given)	-1.1	8	0.1	-2
COc1ccc(-c2cnc3n2CCCCC3)cc1	0.5	7	0.0	-5
CCNc1nc(Oc2ccc(OCC(=O)OC)nn2)nc(N2CCOCC2)n1	0.3	-17	-0.2	-7
